# DDE Tn6 FP inh – disrupts Tn6 cyclic peptide binding to fibrin D-Dimer-E complex; P02675; inhibition, % at 8.3 µM; 370,000 tested, 0.21% active; Fibrin DD(E) TRITC-Tn6 fluorescence polarization displacement;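 active = inhibition above a per-campaign cutoff: mean of compounds within control limits plus 3 SD, cut at about 15% in these data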;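 also: 0% = median of all compound wells on the plate and 100% = blocking peptide control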
# TDP2 inh – blocks human TDP2 phosphodiesterase activity; inhibition, % at 12.8 µM; recombinant TDP2, T5PNP hydrolysis, p-nitrophenol absorbance 415 nm; 370,000 tested, 0.34% active; AID 720702; O95551;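 active = inhibition above the mean of all tested compounds plus 3 SD, set per campaign, cut at about 25% in these data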;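 also: 0% = DMSO with enzyme and 100% = buffer with substrate but no TDP2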
#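 Material: recombinant human TDP2; quantity: TDP2 enzyme at 120 nM final; medium: Tris-HCl pH 7.5 with MgCl2; compound: single concentration, 12.8 µM nominal, with 1% DMSO; incubation: 2 h enzyme incubation at 37 °C; signal: epi absorbance; measure: percent inhibition; benchmarks: high control without enzyme, low control DMSO plus TDP2; repeats: singlicate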
# PRMT1 FP inh – inhibitors of human PRMT1 | Q99873 | recombinant PRMT1, activity-based probe fluorescence polarization | inhibition, % at 2.79 µM | 370,000 tested, 1.3% active | AID 652257;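 active = inhibition above about 21% made by adding two undisclosed values, limit read from the data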
# Target sequence (Q99873 whole entry, looked up): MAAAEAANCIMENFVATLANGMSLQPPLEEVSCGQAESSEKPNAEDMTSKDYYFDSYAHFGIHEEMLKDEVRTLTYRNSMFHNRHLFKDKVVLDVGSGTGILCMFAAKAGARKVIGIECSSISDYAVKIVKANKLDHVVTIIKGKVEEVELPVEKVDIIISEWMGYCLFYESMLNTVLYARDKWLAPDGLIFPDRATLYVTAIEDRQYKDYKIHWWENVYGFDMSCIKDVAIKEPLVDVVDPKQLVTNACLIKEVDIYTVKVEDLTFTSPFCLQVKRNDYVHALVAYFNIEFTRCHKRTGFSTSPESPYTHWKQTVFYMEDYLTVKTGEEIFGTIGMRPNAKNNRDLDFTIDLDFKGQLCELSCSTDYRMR
# proKLK7 act – activators of human kallikrein-7 zymogen. AID 652039. 370,000 tested, 0.9% active. activation, % at 7 µM. P49862. purified proKLK7, EDANS-DABCYL substrate fluorescence; 100% is mature enzyme control, 0% vehicle;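 active = activation above the mean of all tested compounds plus 3 SD, computed per campaign excluding outliers beyond control limits, cut at about 13% in these data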
# Target sequence (P49862 whole entry, looked up): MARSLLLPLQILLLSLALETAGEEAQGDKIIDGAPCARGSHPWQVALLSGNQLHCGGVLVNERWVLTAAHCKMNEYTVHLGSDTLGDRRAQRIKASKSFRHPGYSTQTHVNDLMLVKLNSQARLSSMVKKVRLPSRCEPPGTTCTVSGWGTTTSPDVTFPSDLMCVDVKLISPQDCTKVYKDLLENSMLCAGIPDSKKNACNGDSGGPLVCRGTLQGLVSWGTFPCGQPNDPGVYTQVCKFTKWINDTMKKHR
# UHRF1 MBD2 ctr – blocks human UHRF1 binding to methylated DNA | inhibition, % at 4.4 µM | UHRF1 binding to methylated oligo, TR-FRET | 370,000 tested, 0.75% active; in the data active = inhibition above about 21%;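 also: UHRF1 SRA domain binding a hemimethylated CpG hairpin DNA probe; 0% = median of test compound wells and 100% = reference inhibitor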
# DDE Tn7 FP inh – DD(E)-Tn7 binding inhibition, primary FP screen. FP displacement of FITC-Tn7 peptide from fibrin DD(E); 0% = median of compound wells per plate. 370,000 tested, 0.13% active. P02675. inhibition, % at 8.3 µM;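 active = inhibition above the mean of compounds falling within the control limits plus 3 SD of them, cut at about 14% in these data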;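 also: 0% = plate median of compound wells and 100% = 10 µM Aha-Tn7 peptide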
#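 Also added: labelled Tn7 tracer, 0.1 µM; Assay system: human fibrin DD(E) protein; Amount: 2 µM fibrin DD(E); Schedule: 10 min compound pre-incubation, 3 h probe incubation at room temperature; Repeats: one replicate per compound; Read-out basis: percent inhibition; Measured by: fluorescence polarization of the labelled Tn7 tracer.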
# MBD2 DNA inh – inhibitors of human MBD2 binding to methylated oligonucleotide; Q9UBB5; TR-FRET; inhibition, % at 4.4 µM; 370,000 tested, 0.31% active; in the data active = inhibition above about 13%
# Target sequence (Q9UBB5 whole entry, looked up): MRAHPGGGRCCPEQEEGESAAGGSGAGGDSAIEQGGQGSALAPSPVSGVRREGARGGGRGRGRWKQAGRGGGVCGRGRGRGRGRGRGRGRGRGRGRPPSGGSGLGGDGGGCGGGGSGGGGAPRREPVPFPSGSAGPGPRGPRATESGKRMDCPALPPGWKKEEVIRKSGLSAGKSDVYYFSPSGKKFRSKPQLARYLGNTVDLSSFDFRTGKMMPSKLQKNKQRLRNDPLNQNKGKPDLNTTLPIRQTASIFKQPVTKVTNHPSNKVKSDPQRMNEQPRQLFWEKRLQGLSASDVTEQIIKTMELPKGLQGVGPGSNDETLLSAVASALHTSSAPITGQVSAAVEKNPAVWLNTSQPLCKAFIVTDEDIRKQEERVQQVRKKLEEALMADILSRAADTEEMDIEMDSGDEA
# TCR-CD3 inh – inhibitors of human TCR-CD3 interaction; TAMRA-labeled TCR probe fluorescence, biochemical; inhibition, % at 9.4 µM; 360,000 tested, 0.37% active; AID 651800; in the data active = inhibition above about 19%;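 also: recombinant mutant TCR 2C K166C tagged with TAMRA read by polarization; 0% = receptor in buffer alone and 100% = receptor with positive control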
# SIAE primary – human SIAE inhibition, primary screen. 370,000 tested, 0.69% active. SIAE FP-Rh probe binding, fluorescence polarization. Q9HAT2. inhibition, % at 9.66 µM;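 active = inhibition above a cutoff: mean of compounds within the control limits plus 3 SD of those, cut at about 17% in these data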;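 also: 0% = plate median of compound wells and 100% = probe without SIAE protein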
# LEDGF integ inh – blocks HIV-1 LEDGF/p75-dependent DNA integration; TR-FRET IN-LEDGF/p75 DNA integration, Eu/Cy5; inhibition, % at 3.7 µM; 370,000 tested, 0.64% active;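 active = inhibition above the screen-wide mean plus 3 SD, cut at about 13% in these data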;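 also: signal is the Cy5 over europium emission ratio at 671 and 618 nm; 0% = plate median of compound wells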
# Numbers without * were called inactive; x = not tested or not shown.
SMILES,DDE Tn6 FP inh,TDP2 inh,PRMT1 FP inh,proKLK7 act,UHRF1 MBD2 ctr,DDE Tn7 FP inh,MBD2 DNA inh,TCR-CD3 inh,SIAE primary,LEDGF integ inh
CCOC(=O)c1c(NC(=O)CSc2nnc(CNc3ccc(OC)cc3)n2C)sc(C)c1C,5.7,-3.7,0.6,0.2,-0.2,1.2,4.0,-2.8,0.9,-5.3
Cc1ccc(-c2nc(SC(C)C(=O)NC3CC3)n[nH]2)cc1 (stereo not drawn),-0.1,4.6,-9.5,0.1,-0.4,5.1,0.5,2.6,5.1,3.7
Cn1c(NC(=O)c2ccco2)c(-c2ccc(Cl)cc2)c(=O)c2ccccc21,-2.5,-2.6,3.5,0.4,0.8,-6.3,-1.8,-6.8,-4.7,0.3
COCCNC(=O)C(=O)Nc1cccc(Br)c1,-0.5,-3.3,-1.5,0.4,-0.5,4.7,-0.4,3.0,-0.4,3.6
COc1ccc(NC(=O)CCCC2=NS(=O)(=O)c3ccccc3N2)cc1,4.7,4.6,-0.5,-0.4,0.4,2.9,0.6,2.3,10.5,-1.8
COc1cc(C(=O)NCCC(=O)NC2CCCCC2)cc(OC)c1OC,2.6,3.4,5.7,0.0,1.6,4.0,5.8,-2.7,2.3,-1.1
CCOc1ccccc1NC(=O)c1ccccc1-c1ccccc1,5.5,7.5,-7.8,0.2,-1.7,5.7,-5.6,0.9,-6.7,-0.1
Cc1c(CCO)c(=O)[nH]n1S(=O)(=O)c1ccccc1,-3.2,5.5,-4.4,-0.5,0.2,-2.8,-2.4,-5.0,4.8,7.8
CCCN1CCN(CCNC(=O)Nc2cc(C)ccc2C)CC1,0.2,-13.1,-3.0,-0.7,-5.3,-4.3,-6.8,5.9,0.3,7.4
COc1ccc(NC(=O)CN(C)C(=O)c2cc(-c3ccccc3)nc3ccccc23)cc1,7.1,6.8,-1.7,0.3,3.4,5.5,0.6,8.8,-0.5,-0.6
COc1ccc(C2=Nn3c(nnc3-c3ccccc3OC)SC2)cc1OC,-4.5,1.0,2.2,0.3,3.1,0.3,1.4,4.7,12.7,2.5
CCOC(=O)c1ccccc1NC(=S)N1CCC(N2CCCCC2)CC1,-1.5,33.6*,-0.1,-0.3,2.4,1.1,4.4,-0.1,1.1,-4.7
COc1ccc(OCC(=O)N/N=C/c2cccn2-c2cccc(C(=O)O)c2)cc1,-2.5,0.8,1.0,-0.2,1.2,-12.7,-1.2,9.8,4.0,5.7
C/C(=N\Nc1ccc(C(F)(F)F)cc1[N+](=O)[O-])C1CC1,0.5,-2.4,-4.0,1.0,1.8,2.3,-0.4,5.7,3.7,0.4
COc1ccc(CC(=O)NNc2ncnc3c2cnn3C)cc1,9.9,6.0,-3.4,-0.2,-1.4,9.6,-2.3,7.7,-2.7,0.3
CN(C)C(/C=C/Nc1ccc(F)cc1)=C(C#N)C#N,-0.2,-3.8,-0.5,-0.1,3.3,-1.6,-0.9,0.1,-1.8,-0.8
O=C(O)CN1CCN(Cc2ccc(Cl)cc2)C1=O,6.8,-6.8,-1.0,0.7,4.6,-2.1,-0.5,-3.1,2.8,4.3
COc1cc(CNCc2ccc(OC)c3ccccc23)cc(OC)c1OC,-4.6,9.4,-2.6,0.4,1.7,-0.5,5.4,-9.1,-0.4,-0.8
Nc1ccc(Nc2nc(-c3ccncc3)cs2)cc1,-12.2,-4.4,1.4,0.4,-12.8,-11.9,1.3,-1.6,9.9,2.5
CCCN(CCC)S(=O)(=O)c1ccc(C(=O)N2CC3CCC(CC3)C2)cc1,11.4,0.6,0.0,0.3,-0.4,-5.5,0.2,2.1,1.1,2.4
O=C(NN=Cc1ccccc1O)C1CC1,-3.2,-3.0,-3.0,-57.6,-0.8,-2.5,3.1,7.9,-4.0,-2.6
CCCCn1c(N)c(N(CC(C)C)C(=O)C2CCC2)c(=O)[nH]c1=O,-2.3,-7.3,-2.9,-0.2,4.1,2.6,3.0,-2.5,5.6,1.5
COc1ccc(S(=O)(=O)NC2CCCC2)c(OC)c1,-13.2,-1.4,-0.5,0.4,-1.7,-0.3,-5.5,1.1,-2.7,-2.4
OCCSc1nc2ccccc2n1CCOc1ccccc1,1.5,1.8,-1.5,0.5,-0.8,1.8,-3.5,7.5,-9.2,-2.2
CCc1ccc2c(c1)NC(=O)C2(C)Cc1ccc(OC(F)(F)F)cc1 (stereo not drawn),-4.6,10.8,1.6,-0.5,-1.1,-2.6,4.3,-1.7,3.8,-1.2
O=C(Nc1ncc([N+](=O)[O-])s1)c1ccc2c(c1)OCO2,-3.4,-11.9,9.4,-0.8,1.6,-1.7,-5.4,0.3,7.5,-5.1
CC(=O)c1sc(NC(=O)C2CC(=O)N(Cc3ccco3)C2)nc1-c1ccccc1 (stereo not drawn),5.8,-6.1,-3.2,0.0,-0.7,-9.1,-6.3,12.4,-2.6,1.3
Cc1cccc(NC(=O)C2CCCN(S(=O)(=O)c3c(C)nn(C)c3C)C2)n1 (stereo not drawn),2.4,-2.7,-3.0,0.2,-1.5,-3.4,-0.5,-2.5,3.3,-0.7
CCOc1ccc(CCNC(=O)c2cc3ccsc3n2C)cc1OC,1.3,-12.0,-5.9,-0.1,7.1,-1.4,4.2,x,-18.6,5.5
C[C@@H]1CN([C@H](C)CO)C(=O)CCCn2nncc2CO[C@H]1CN(C)Cc1ccc(Cl)c(Cl)c1,-1.9,-6.5,-4.2,-0.3,-2.3,-1.4,-5.6,6.0,4.0,-1.5
C/C(=N\NC(=O)c1ccc(Cl)cc1)c1ccc2[nH]ccc2c1,2.9,-2.9,-2.4,0.4,-1.0,-7.4,-2.0,-1.4,0.8,-1.5
COc1ccc(N2CCN(C(=O)CSc3nnc(C)c(=O)[nH]3)CC2)cc1,7.5,-5.6,-2.5,0.4,-1.3,-7.8,6.5,3.5,-0.7,-0.2
COc1ccccc1CN(C)C(=O)c1sccc1-c1ccccc1,10.4,14.2,-1.5,0.2,-1.1,-5.5,-1.2,3.7,0.7,-1.5
CC1CN(C(=O)COC(=O)/C=C/c2ccc(C(F)(F)F)cc2)CC(C)O1 (stereo not drawn),1.0,-7.9,-1.8,-0.5,-1.4,9.8,-2.8,-4.9,-1.7,1.3
O=CC1=C(c2ccccc2)Oc2ccccc2O1,5.6,9.2,-1.8,-0.6,-1.8,-4.6,-1.7,1.9,2.1,2.0
CCC(Sc1nc(C)cc(C)n1)C(=O)O (stereo not drawn),5.8,-1.2,4.7,-0.6,2.5,6.3,4.8,-7.3,-2.8,-1.2
O=C(c1ccc2snnc2c1)N1CCCC1,1.9,2.9,3.5,-0.5,0.8,-4.3,-1.8,0.4,1.7,4.0
CC(=O)c1sccc1NC(=O)CC(C)(C)CC(=O)O,2.3,-19.2,-2.8,0.0,8.2,-0.1,-1.1,-9.3,-3.2,4.0
COc1ccc(/C=N/NC(=O)c2sc(C)nc2C)cc1,-3.4,4.8,-4.5,-0.2,-2.6,0.1,0.4,-5.8,4.1,1.1
O=C(COC(=O)/C=C/c1ccco1)NCc1ccc(Cl)cc1,2.9,0.0,13.2,-0.3,2.2,-0.1,1.2,-2.1,-5.1,2.2
CC(C)C(c1nnnn1Cc1ccco1)N1CCN(C2CCCC2)CC1 (stereo not drawn),-0.6,4.2,2.7,-0.5,1.5,-5.0,-0.5,-6.5,-5.0,0.7
O=C(/C=C/Nc1ccc(S(=O)(=O)Nc2cnc3ccccc3n2)cc1)c1cccnc1,6.1,3.6,-1.3,1.0,0.4,1.6,-1.1,8.5,-0.8,3.2
Nc1nc(OCC2CCCCC2)c2[nH]cnc2n1,-0.6,-2.1,-1.8,0.9,0.4,-3.6,0.0,3.0,-3.2,2.2
CCOc1cc(NC(=S)NCC2CCCO2)c(OCC)cc1NC(=O)C1CC1 (stereo not drawn),7.3,-3.9,1.6,0.7,-0.7,-0.1,-3.4,-11.5,14.3,3.6
CN(C)c1ccc(NS(=O)(=O)c2ccc(Cl)cc2)cc1,5.1,-18.0,23.4*,0.7,0.7,-5.6,-6.6,-8.1,6.9,-4.9
Cc1cc(CNC(=O)c2ccc(C)c([N+](=O)[O-])c2)c2ccccc2n1,5.0,-6.3,-1.4,-0.1,-1.5,-4.0,1.0,8.2,-0.8,5.2
CCCCC(CC)CNCc1cccn1CCN1CCOCC1 (stereo not drawn),3.3,15.1,-0.3,-0.5,-0.8,-0.9,-1.3,5.1,3.6,8.1
O=C(CSc1nnc(CN2CCOCC2)n1-c1ccc(Cl)cc1)Nc1ccc2c(c1)OCO2,-0.8,-2.6,-3.1,0.6,-2.9,-0.9,-4.5,1.3,5.2,3.7
Cc1cccc(N(C(=O)Cn2nnc(-c3ccc(F)cc3)n2)C(C(=O)NC(C)(C)C)c2ccncc2)c1 (stereo not drawn),-2.2,-3.0,-4.2,1.6,2.1,4.1,-1.0,6.8,5.0,-1.9
Cc1ccc2nc(SCC(=O)c3c(C)[nH]c4ccccc34)[nH]c2c1,-0.9,-2.0,5.5,-0.2,2.5,5.1,0.4,-7.4,-16.5,-7.3
# The list goes on.
SMILES,DDE Tn6 FP inh,TDP2 inh,PRMT1 FP inh,proKLK7 act,UHRF1 MBD2 ctr,DDE Tn7 FP inh,MBD2 DNA inh,TCR-CD3 inh,SIAE primary,LEDGF integ inh
c1ccc2c(c1)OCC(c1csc3ncnc(N4CCCC4)c13)O2 (stereo not drawn),1.2,-0.5,2.0,0.2,-0.5,-5.7,0.1,9.8,-6.0,1.9
Cc1ccc(NC(=O)CCc2c(C)nn(-c3ccc(N4CCOCC4)nn3)c2C)cc1F,-3.5,-15.8,8.6,0.9,7.1,-1.1,8.6,-3.5,0.3,-2.9
CCOC(=O)Cc1csc(NC(=O)Nc2ccc(OC(F)(F)F)cc2)n1,-7.3,-3.2,4.4,0.1,-0.7,5.6,2.0,-4.5,-8.7,-3.3
COc1ccc(Cn2c(O)c(C=Nc3ccc(C)cc3)c3ccccc3c2=O)cc1,3.0,-4.3,-1.6,0.3,0.1,5.0,-0.2,3.0,-5.8,-0.8
CC1=CC(=O)[C@@H](O)[C@@H](c2ccccc2Br)N1C,-5.5,5.8,-0.1,0.4,-2.1,1.2,1.9,-4.3,9.4,-0.5
Cc1ccccc1OCC(O)CN1CCN(C)CC1 (stereo not drawn),-5.5,13.7,-1.4,-0.4,-4.7,10.5,2.2,1.9,4.1,-0.9

# Compound activity as filed in PubChem BioAssay.
